CHT inh = human CHT choline transport inhibition; Q9GZV3; CHT-expressing cells, membrane potential dye, choline response; hits give low values; B-score at 10 µM; 0.86% of 310,000 active; AID 488975;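 active = B-score over 3 SD under the library average, and starting fluorescence ratio not unusually high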;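 also: choline stimulus applied at its EC90 after an EC20 pre-addition; B-score computed on integrated fluorescence ratio after choline addition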
Target sequence (Q9GZV3 whole entry, looked up): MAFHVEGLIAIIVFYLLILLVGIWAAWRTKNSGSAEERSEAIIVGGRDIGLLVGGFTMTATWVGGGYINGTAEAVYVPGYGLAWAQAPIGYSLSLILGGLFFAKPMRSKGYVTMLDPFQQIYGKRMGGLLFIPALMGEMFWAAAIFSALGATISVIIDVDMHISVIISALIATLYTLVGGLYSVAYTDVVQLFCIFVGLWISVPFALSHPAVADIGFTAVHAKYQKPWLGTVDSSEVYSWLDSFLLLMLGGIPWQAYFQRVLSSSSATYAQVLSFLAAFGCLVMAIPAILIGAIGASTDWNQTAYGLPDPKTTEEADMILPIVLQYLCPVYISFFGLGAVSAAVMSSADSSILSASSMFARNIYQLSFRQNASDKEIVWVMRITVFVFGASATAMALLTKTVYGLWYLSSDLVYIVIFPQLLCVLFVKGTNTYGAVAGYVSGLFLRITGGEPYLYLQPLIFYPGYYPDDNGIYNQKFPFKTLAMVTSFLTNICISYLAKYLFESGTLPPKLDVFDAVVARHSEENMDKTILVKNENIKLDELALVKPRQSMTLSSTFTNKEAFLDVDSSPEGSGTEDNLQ
KCNQ2 block = KCNQ2 potassium channel inhibitors, primary screen, cell-based, CHO-K1, FluxOR thallium flux, B-score (AID 2156); B-score at 10 µM; 20 min; hits give low values; O88943; 1.1% of 310,000 active;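 active = fluorescence ratio B-score at most minus 3 library SDs, with starting brightness B-score within 2 library SDs, cut at about -5.5 in these data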
Kir21 block = blocks the mouse Kir2.1 inward-rectifier potassium channel; 0.85% of 310,000 active; AID 1672; HEK293-Kir2.1, FluxOR thallium flux fluorescence; hits give low values; B-score at 10 µM;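 active = fluorescence ratio B-score at or below minus 3 SD of library scores, with starting-brightness B-score within 2 SD, cut at about -4.2 in these data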;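 also: channel flux triggered by added potassium and thallium sulfate stimulus; B-score of peak minus minimum fluorescence over baseline after thallium stimulus; more negative B-score means stronger Kir2.1 block with less thallium influx; some compounds called inactive have numbers as strong as hits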
Target sequence (P35561 whole entry, looked up): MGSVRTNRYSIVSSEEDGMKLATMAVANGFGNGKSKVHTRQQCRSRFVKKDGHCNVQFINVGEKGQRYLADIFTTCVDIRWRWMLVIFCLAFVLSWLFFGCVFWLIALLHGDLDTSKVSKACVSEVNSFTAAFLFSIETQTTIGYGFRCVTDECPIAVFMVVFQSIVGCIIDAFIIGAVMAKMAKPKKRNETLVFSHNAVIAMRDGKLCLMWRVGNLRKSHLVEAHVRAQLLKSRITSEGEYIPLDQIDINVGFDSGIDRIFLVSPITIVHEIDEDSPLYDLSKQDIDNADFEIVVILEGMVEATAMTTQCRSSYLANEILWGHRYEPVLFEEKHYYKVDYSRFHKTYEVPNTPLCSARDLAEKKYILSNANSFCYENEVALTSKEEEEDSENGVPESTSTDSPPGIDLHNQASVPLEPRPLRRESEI
Numbers without * were called inactive; i = inactive; . = not tested or not shown; & = joins results of further samples.

Every second line gives: CHT inh	KCNQ2 block	Kir21 block
1	CC(=O)c1ccc(NS(=O)(=O)c2ccc3ccccc3c2)cc1
  i	i	-0.1
2	O=C(Nc1nccs1)c1cc2cc(Cl)ccc2oc1=O
  i	i	1.55
3	COCCn1c(SCC(=O)NCCc2ccc(OC)c(OC)c2)nc2c([nH]c3ccccc32)c1=O
  i	i	1.27
4	O=C(NCCN1C(=O)S/C(=C\c2cccnc2)C1=O)c1cc(S(=O)(=O)N2CCOCC2)ccc1F
  i	i	0.84
5	COCCNC(=O)C1Cc2c(ccc3ccccc23)O1 (stereo not given)
  i	i	0.56
6	O=C(Cc1c(F)cccc1Cl)Nc1ccon1
  i	i	1.02
7	COc1ccc(Br)cc1/C=N/NC(=O)c1nc(-c2ccccc2)n2c1CCCCC2
  i	i	-0.97
8	CC1(C)Oc2ccc(C(=O)NC3CC3)cc2N(CC(=O)N2CCOCC2)C1=O
  i	i	0.26
9	O=C(NCCCCNC(=O)c1cccnc1Cl)c1cccnc1Cl
  i	i	1.92
10	C#CCNC(=O)C1=C[C@H](c2ccc(Br)cc2)[C@@H](CCCO)[C@H](OCC)O1
  i	i	-0.24
11	O=C(O)Cn1cc(C(=O)C2CC2)c2ccccc21
  i	i	1.06
12	O=[N+]([O-])c1cccc(S(=O)(=O)N/N=C\c2ccc3c(c2)OCO3)c1
  i	i	2.4
13	Cc1ccc(CNC(=O)C2CCN(c3nc(C)cc(C)n3)CC2)cc1
  i	i	0.48
14	COC(=O)C1CCC(=S)N1C(=O)c1ccccc1 (stereo not given)
  i	i	1.88
15	CC(=O)N1CCN(C(=O)c2cccc(S(=O)(=O)N3CCN(c4ccc(F)cc4)CC3)c2)CC1
  i	i	0.07
16	COC(c1ccccc1)c1nnc(CCC(=O)NCc2ccc3ncccc3c2)o1 (stereo not given)
  i	i	-0.6
17	O=C(CC1SC(=Nc2ccccc2F)N(CCN2CCOCC2)C1=O)Nc1ccc(F)cc1F (stereo not given)
  i	i	1.85
18	Cc1cc(C)c(S(=O)(=O)N2CCCCC2CCNC(=O)C(=O)NCc2ccccn2)c(C)c1 (stereo not given)
  i	i	-0.28
19	C/C(CC(=O)Nc1cccc2c1CCCC2)=N\NC(=O)Cc1ccccc1
  i	i	2.69
20	COc1ccc(Cc2c(O)nc(SCC(=O)N3CCOCC3)[nH]c2=O)cc1
  i	i	-0.45

Next section; the last 4 above are carried over.
Every second line gives: CHT inh	KCNQ2 block	Kir21 block
17	O=C(CC1SC(=Nc2ccccc2F)N(CCN2CCOCC2)C1=O)Nc1ccc(F)cc1F (stereo not given)
  i	i	1.85
18	Cc1cc(C)c(S(=O)(=O)N2CCCCC2CCNC(=O)C(=O)NCc2ccccn2)c(C)c1 (stereo not given)
  i	i	-0.28
19	C/C(CC(=O)Nc1cccc2c1CCCC2)=N\NC(=O)Cc1ccccc1
  i	i	2.69
20	COc1ccc(Cc2c(O)nc(SCC(=O)N3CCOCC3)[nH]c2=O)cc1
  i	i	-0.45
21	COc1ccc(S(=O)(=O)N2CCC(C(=O)Nc3ccc(F)cc3)CC2)c2cccnc12
  i	i	0.71
22	NC(=O)COc1ccc2cc(-c3ccc(F)cc3)c(=O)oc2c1
  i	i	0.85
23	Cc1ccc(CCNC(=O)C2CCC(CNc3c(N4CCC(C)CC4)c(=O)c3=O)CC2)cc1 (stereo not given)
  i	i	2.86
24	CCOC(=O)c1ccccc1NC(=S)N1CCC(C(N)=O)CC1
  i	i	-1.26
25	O=C(NNC(=O)c1ccccc1Cl)c1cccs1
  i	i	-0.05
26	COc1ccc(-c2nc(SCC(=O)N(CC(C)C)c3c(N)n(Cc4ccccc4)c(=O)[nH]c3=O)n[nH]2)cc1
  i	i	1.03
27	COc1ccc(OCc2cc(C(=O)N3CCCCCCC3)no2)c(Cl)c1
  i	i	1.03
28	COc1cc(/C=N/n2c(-c3ccc4c(c3)NC(=O)CO4)csc2=Nc2cccc(C)c2)ccc1O
  i	i	-1.76
29	CCn1ccc(C(=O)Nc2c(C)nn(Cc3c(F)c(F)c(F)c(F)c3F)c2C)n1
  i	i	0.89
30	O=C(N1CCOCC1)C1(S(=O)(=O)c2ccccc2)CC=CC1
  i	i	0.46
31	CCOC(=O)N1CCN(C(=O)COC(=O)Cc2ccc(OC)cc2)CC1
  i	i	3.52
32	Cc1ccc(NS(=O)(=O)c2ccc(Br)cc2)nc1
  i	i	-0.06
33	Cc1ccc(-c2csc3nnc(SCC(=O)Nc4nsc(-c5ccccc5)n4)n23)cc1
  i	i	0.55
34	CC(=O)N1CCN(C(=S)c2ccc(N(C)C)cc2)CC1
  i	i	-0.89
35	Cc1ccc2c(cnn2C(=O)CCC(=O)NC2CCCCC2)c1
  i	i	-0.51
36	COc1ccc(S(=O)(=O)Nc2ccc3c(c2)OCO3)cc1OC
  i	i	-1.08
37	Cc1c(Br)c([N+](=O)[O-])nn1CC(=O)NCC1CCCO1 (stereo not given)
  i	i	-0.45
38	C/C(=N/NC(=O)c1ccc(Br)o1)c1cccc(NC(=O)c2ccc(C)o2)c1
  i	i	-1.06
39	COc1ccccc1-c1nc(-c2ccccc2)nc(N2CCN(C)CC2)c1C#N
  i	i	0.57
40	Cc1cc(C)nc(NC(=O)CN2C(=O)c3ccccc3C2=O)n1
  i	i	-2.15
41	O=C(O)CC1(CC(=O)Nc2cc(C(F)(F)F)cc(C(F)(F)F)c2)CCCCC1
  i	i	-1.31
42	O=C(Cc1cccc2ccccc12)N/N=C/c1ccncc1
  i	i	0.58
43	COc1ccccc1C1OC(c2cccc([N+](=O)[O-])c2)=NN1C(C)=O (stereo not given)
  i	i	0.13
44	CN1CCCc2cc3c(C(F)(F)F)cc(=O)oc3nc21
  i	i	-7.13
45	Cc1ccc(OCC(=O)Nc2cc(-c3nn4c(C)nnc4s3)ccc2C)cc1
  i	i	0.74
46	CC(NC(=O)NC1CCCCC1)C(c1cccs1)N1CCN(Cc2ccccc2)CC1 (stereo not given)
  i	i	0.8
47	Cc1ccc(NC(=S)N(CCN(C)C)Cc2cccs2)cc1
  i	i	-0.39
48	CCN(c1ccc(NC(=O)c2cccc(S(=O)(=O)N3CCN(C)CC3)c2)cc1)C(C)C
  i	i	-3.64
49	COc1ccc(CCNC(=S)N2CCN(S(=O)(=O)c3ccc(Cl)cc3)CC2)cc1
  i	i	2.39
50	C#CC(C)(C)NC(=O)c1ccccc1OC
  i	i	-0.02
51	COc1ccc(S(=O)(=O)N(C)CC(=O)NC2CCCC2)cc1Cl
  i	i	1.68
52	Cc1cc(NC(=O)CSc2ccc3ccccc3c2)no1
  i	i	0.38
53	O=C(Nc1ccc(S(=O)(=O)Nc2ncccn2)cc1)c1ccc(F)c(S(=O)(=O)N2CCOCC2)c1
  i	i	-0.2
54	CCOCCn1c(CN(C)Cc2ccccc2)nc2c1c(=O)n(C)c(=O)n2C
  i	i	-1.92
55	COc1cc(CN2CCC(CO)(CCOc3ccccc3)CC2)cc(OC)c1OC
  i	i	-2.35
56	CC1CCCC(C)N1C(=O)COC(=O)C1CCN(S(=O)(=O)c2ccc3c(c2)OCCO3)CC1 (stereo not given)
  i	i	0.82
57	OC(COc1cccc(OCC(O)CN2CCOCC2)c1)CN1CCOCC1 (stereo not given)
  i	i	0.81&-0.11
58	COc1ccnc(Oc2ccccc2)n1
  i	i	0.51
59	CN(C)S(=O)(=O)c1ccc(C(=O)NCCC(=O)N2CCCC2)cc1
  i	i	1.4
60	CCC1=NC(c2ccc(Br)cc2)N(O)C1(C)C (stereo not given)
  i	i	-0.82
61	CCCCc1c(C)nc2nc(SCc3ccc(Cl)cc3)[nH]n2c1=O
  i	i	-1.99
62	CCOC(=O)c1ccc2c(c1)N(C)C(=O)c1ccccc1S2
  i	i	1.29
63	Cc1c(Cl)cccc1NC(=O)Nc1ccccc1C(N)=O
  i	i	1.64
64	CCCCCCCC(=O)NNC(=O)c1c(O)c2ccccc2[nH]c1=O
  i	i	-1.59
65	O=C(Nc1ccc(S(=O)(=O)Nc2ccccc2)cc1)C1COc2ccccc2O1 (stereo not given)
  i	i	-0.05
66	CCN(CC(=O)N1CCCC1)S(=O)(=O)c1ccc2ccccc2c1
  i	i	-1.17
67	Cc1[nH]nc2c1C(CCc1ccccc1)C(C#N)=C(N)O2 (stereo not given)
  i	i	-2.17
68	O=C(NCc1cccnc1)C1CC(=O)N(c2ccc(Cl)cc2)C1 (stereo not given)
  i	i	-0.05
69	Cc1cccc(-n2c(SCC(N)=O)nc3c(c2=O)C2(CCCCC2)Cc2ccccc2-3)c1
  i	i	-0.03
70	Nc1nnc(SCCCC(=O)c2ccc(Br)cc2)s1
  i	i	0.64
71	CC(=O)Cc1nsc(NC(=O)c2ccc(COc3ccccc3)o2)n1
  i	i	-0.96
72	Cn1c(=O)c(=O)n(C)c2cc(S(=O)(=O)NCCc3ccccc3)ccc21
  i	i	0.67
73	O=C(NCc1ccc(Cl)cc1)C(=O)NCC1OCCCN1S(=O)(=O)c1cccs1 (stereo not given)
  i	i	-1.78
74	CCOc1ccc2nc(Nc3nc(CSc4nnnn4-c4ccccc4)cc(=O)[nH]3)nc(C)c2c1
  i	i	0.67
75	COc1ccc(-c2c3c(=O)n(C)c(=O)n(C)c3cn2C2CCCCC2)cc1
  i	i	-0.56
76	COc1ccccc1Oc1nc2ccccn2c(=O)c1/C=C(\C#N)C(=O)Nc1c(C)n(C)n(-c2ccccc2)c1=O
  i	i	-0.06
77	Cc1cc(C(=O)N2CCCC(CO)(Cc3ccc(F)cc3)C2)c(C)o1 (stereo not given)
  i	i	-1.93
78	Cc1nc2c3cc(F)ccc3n(Cc3ccc(F)cc3)c2s1
  i	i	-0.36
79	Cc1cc(C(=O)OCC(=O)NCc2ccccc2Cl)c(C)o1
  i	i	0.6
80	Cc1cc2ccccc2n1CCNC(=O)C(C)C
  i	i	-2.12

Next entries follow.
Every second line gives: CHT inh	KCNQ2 block	Kir21 block
81	CCOC(=O)/C(=C/c1ccc(N2CCC(c3ccccc3)=N2)cc1)C(C)=O
  .	i	-1.38
82	Cc1cc(C(=O)NCCC2=CCCCC2)c(C)o1
  i	i	1.07
83	CCOC(=O)c1cc(C(=O)OCC)c2cccc(C)n2c1=O
  i	i	-0.57
84	CCc1nnc(NC(=S)Nc2ccccc2)s1
  i	i	0.2
85	C=CCNC(=O)C1CC1(c1cccc(C)c1)c1cccc(C)c1 (stereo not given)
  i	i	2.01
86	CCCCCCSc1ccc(-c2nc3ccccn3c2NCCCC)cc1
  i	i	-0.36
87	CCc1c(O)nc(SCC(=O)c2ccccc2)n(-c2ccccc2)c1=O
  i	i	1.01
88	Nc1c(C(=O)N2CCOCC2)sc(=S)n1-c1ccccc1
  i	i	0.16
89	Cc1cc(NC(=O)/C=C/C(=O)N(CC(=O)NC2CCCC2)c2ccc(F)cc2)no1
  i	i	0.83
90	Cc1cc(C)c(C)c(OCC(=O)O/N=C(\N)c2ccncc2)c1
  i	i	-2.21
91	CC(=O)NCCNC(=O)c1ccc2c(c1)S(=O)(=O)c1ccccc1C2=O
  i	i	-0.32
92	CCCCN1C(=O)C2(NNc3ccccc3O2)c2ccccc21 (stereo not given)
  i	i	1.25
93	O=C(CSc1n[nH]c(=O)[nH]c1=O)N/N=C/C=C\c1ccccc1
  i	i	1.42
94	Cc1ccc(C)c(N(CC(=O)NCC2CCCO2)C(=O)CCC(=O)Nc2nccs2)c1 (stereo not given)
  i	i	-0.18
95	Cc1ccc(OCC(O)CN2CCN(Cc3ccc4c(c3)OCO4)CC2)c(C)c1 (stereo not given)
  i	i	-1.07
96	CSCCC(NC(=O)c1ccccc1Cl)C(=O)N(C)CC(=O)Nc1ccc(N2CCOCC2)cc1 (stereo not given)
  i	i	0.27
97	Oc1ccc(-c2nc3cnccn3c2Nc2ccc3c(c2)OCCO3)cc1
  i	i	2.11
98	C=CCn1c(SCC(=O)N2CCN(c3ccccc3)CC2)nnc1-c1ccco1
  i	i	1.37
99	Cc1cccc(C)c1OCc1cc(C(=O)N2CCC(c3ccccc3)CC2)no1
  i	-9.17*	-1.47
100	COc1cc(NC(=O)C2CCCCC2)c2ncccc2c1
  i	i	0.01
101	Cc1cc(C)c(C(=O)Nc2ccccc2)c(CC(C)(C)C(=O)O)c1
  i	i	0.28
102	C[C@H]1Oc2ccccc2C(=O)C1C(=O)c1ccccc1 (stereo not given in full)
  i	i	0.98
103	COc1ccc(N2CCN(c3nc4ccccn4c(=O)c3/C=C(\C#N)S(=O)(=O)c3ccccc3)CC2)cc1
  i	i	1.5
104	O=C(Nc1ccc(S(=O)(=O)Nc2ncccn2)cc1)c1cnc(Cl)c(Cl)c1
  i	i	-0.15
105	CC1=NN(c2ccccc2)C(=O)/C1=C\c1c(C)[nH]n(-c2ccccc2)c1=O
  i	i	1.64
106	COc1ccccc1C(=O)COC(=O)CCCN=C1NS(=O)(=O)c2ccccc21
  i	i	-1.53

Random excerpt: 5 compounds from above.
Every second line gives: CHT inh	KCNQ2 block	Kir21 block
9	O=C(NCCCCNC(=O)c1cccnc1Cl)c1cccnc1Cl
  i	i	1.92
88	Nc1c(C(=O)N2CCOCC2)sc(=S)n1-c1ccccc1
  i	i	0.16
3	COCCn1c(SCC(=O)NCCc2ccc(OC)c(OC)c2)nc2c([nH]c3ccccc32)c1=O
  i	i	1.27
5	COCCNC(=O)C1Cc2c(ccc3ccccc23)O1 (stereo not given)
  i	i	0.56
36	COc1ccc(S(=O)(=O)Nc2ccc3c(c2)OCO3)cc1OC
  i	i	-1.08

Screening data from PubChem BioAssay.
